Vif inh – inhibitors of HIV Vif. 340,000 tested, 0.35% active. HEK293T cells, Vif self-association by quenched fluorescence, imaging, 24 h. inhibition, % at 7.49 µM. AID 602346; in the data active means inhibition above about 50%, passing the limit was not always enough; further: some results filed as inactive read as strong as hits
NCOA1 inh – human NCOA1 inhibition. 360,000 tested, 0.12% active. HEK293 GAL4-SRC1 luciferase reporter, luminescence. Q15788. inhibition, % at 3.6 µM. AID 588354;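 active means inhibition above the campaign mean plus 3 SD, with each screening campaign given its own cutoff, cut at about 60% in these data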;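 further: 0% = DMSO treated cells and 100% = gossypol at 36 µM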
C8 TRAIL sens – caspase-8 TRAIL sensitization; NB7+C8 cells + TRAIL, ATPlite viability luminescence; inhibition (viability loss, TRAIL sensitization), % at 10 µM; 360,000 tested, 1% active;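 active means compounds causing at least 50% loss of cell viability in the single-dose screen, relative to plate controls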
COUP-TFII inh – blocks human COUP-TFII nuclear receptor | P24468 | HEK293T NGFI-A luciferase reporter, luminescence | inhibition, % at 8.6 µM | 370,000 tested, 0.7% active | AID 686940;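 active means inhibition above a per-plate cutoff, mean inhibition of test wells between control levels plus 3 SD, cut at about 38% in these data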;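 further: cells cotransfected with COUP-TFII expression vector driving the NGFI-A reporter; 0% = median of COUP-TF2 test wells and 100% = reporter-only cells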
LRH-1 inv ag – inverse agonists of human LRH-1 (NR5A2); O00482; HEK293T StAR-luciferase reporter, LRH-1 transfected, 24 h; inhibition, % at 3.6 µM; 360,000 tested, 0.13% active;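 active means inhibition above the mean inhibition of all tested compounds plus 3 SD, cut at about 73% in these data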;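 further: 0% = DMSO wells and 100% = reporter-only cells lacking LRH-1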
TLR9-MyD88 block – TLR9-MyD88 interaction inhibition | 340,000 tested, 0.21% active | CHO BLA complementation TLR9-MyD88, CCF4 FRET ratio | inhibition, % at 4.98 µM | Q9NR96+Q99836;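 active means inhibition above the mean over all tested compounds plus 3 SD, cut at about 21% in these data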;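 further: 0% = DMSO only wells and 100% = clavulanate BLA inhibitor control wells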
SRC3 inh – inhibits human SRC3 coactivator. Q9Y6Q9. HEK293 GAL4-SRC3 luciferase reporter, luminescence. inhibition, % at 3.6 µM. 360,000 tested, 0.17% active. AID 588352;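 active means inhibition above a per-campaign cutoff, the mean of all compounds plus 3 SD, cut at about 60% in these data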;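 further: 0% = DMSO-treated cells and 100% = gossypol-treated cells at 36 µM; higher means less SRC3-driven luciferase light from the GAL4 reporter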
TROY signal inh – blocks TROY-dependent signaling in reporter cells. Q293 LMP1-TROYcd NF-kB luciferase reporter, 4 h. inhibition, % at 10 µM. 360,000 tested, 0.98% active. AID 1347056;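 active means compounds whose plate-normalised and pattern-corrected inhibition of the luciferase reporter signal at the single screening dose is 50% or more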
NCOA2 inhibitor – inhibits human steroid receptor coactivator 2; Q15596; HEK293 GAL4-SRC2 luciferase reporter, luminescence; inhibition, % at 9 µM; 370,000 tested, 0.17% active; AID 651957;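 active means inhibition above the mean inhibition of all tested compounds plus 3 SD, set per campaign, cut at about 52% in these data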;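 further: 0% = DMSO treated cells and 100% = cells given Gossypol at 36 µM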
EBV LMP1 NFkB – reduces LMP1-driven NF-kappaB luciferase signal; 350,000 tested, 0.69% active; LMP1-induced NF-kappaB luciferase reporter cells, luminescence; AID 504558; inhibition, % at 12.5 µM; in the data active means inhibition above about 41%;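 further: 0% = neutral control wells and 100% = reference inhibitor control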
NOD2-RIPK2 inh – blocks binding of human NOD2 to RIPK2. 360,000 tested, 0.38% active. AID 624267. CHO BLA complementation NOD2-RIPK2, CCF4 ratio. inhibition, % at 4.98 µM. O43353; in the data active means inhibition above about 21%;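 further: 0% = vehicle only and 100% = reference blocker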
An asterisk follows results filed as active; / = not tested or not shown; & = joins results of further samples; ! = not active in a repeat. These rows are one share of the data (hit frequency here may not be typical).

SMILES	Vif inh	NCOA1 inh	C8 TRAIL sens	COUP-TFII inh	LRH-1 inv ag	TLR9-MyD88 block	SRC3 inh	TROY signal inh	NCOA2 inhibitor	EBV LMP1 NFkB	NOD2-RIPK2 inh
COc1ccc(CNC(=O)COC(=O)[C@H](Cc2c[nH]c3ccccc23)NC(=O)c2cccs2)cc1	8.4	-4.5	-7.7	-4.2	-4.7	0.1	16.8	-15.8	15.2	-5.0	0.6
C=CCN1C(=O)C(CC(=O)O)SC1=Nc1ccc(C)cc1 (centres undefined)	5.7	1.4	5.5	-4.0	3.5	-10.7	12.1	-8.2	-13.2	3.1	3.3
Cn1c(=O)[nH]c2c(c1=O)CCO2	3.3	-11.1	0.1	-2.6	-0.9	-1.1	-1.1	1.5	-2.5	6.9	-6.7
COCC(C)n1c(-c2ccc3c(c2)NC(=O)CO3)csc1=Nc1ccc(OC(F)F)cc1 (centres undefined)	-5.4&-37.6	20.4&18.7	26.1&21.7	48.3*	39.2&49.1	-8.9&-6.5	23.5&25.2	52.1*!	28.1&5.7	16.0&10.9	-11.0&-8.4
CCN(CC)S(=O)(=O)c1ccc(NCc2ccccc2)nc1	-15.7	-11.7	0.9	-7.9	-33.7	7.0	-1.6	-20.0	2.4	0.0	-5.4
O=C(NCCN1CCOCC1)c1cc(-c2ccc(F)cc2)on1	-5.9	-10.9	-7.6	30.6	35.4	-2.4	1.7	-2.5	-1.1	22.6	-4.3
N#Cc1ccc(C(=O)Nc2ccn(-c3ccccc3)n2)cc1	3.5	6.4	15.4	13.9	-5.5	-4.8	-1.9	-1.1	8.6	9.5	5.2
CCc1ccc[n+](-c2[nH]c(=O)sc2/C=N/N=C(\[O-])c2ccncc2)c1	-0.5	-2.4	2.1	-1.2	5.7	-2.6	-12.4	3.7	-9.8	-1.6	-0.3
O=C(COC(=O)c1ccc(Cl)nc1)c1ccc2c(c1)OCCO2	-3.1	-34.3	11.6	-16.9	-18.0	-3.5	-56.4	-52.1	-59.4	-4.6	1.2
N#C/C(=C(\O)Cc1ccccc1)c1nc2ccccc2[nH]1	6.2	-12.6	32.7	9.0	1.7	4.2	-7.0	-8.2	-18.8	6.0	-3.3
CC(C)Cc1nnc(NC(=O)CN2C(=O)NC3(CCCC3)C2=O)s1	-2.9	8.1	-10.5	11.8	-8.7	-3.2	8.5	-2.5	3.0	0.5	-2.0
CCCn1nnnc1-c1cc(Cl)cc(Cl)c1	-13.2	10.6	4.3	/	16.6	-5.5	13.6	3.9	/	-11.3	2.7
CC1CCN(c2ccc3nnc(CCC(=O)N4CCN(c5ccccc5F)CC4)n3n2)CC1	-3.3	6.7	10.9	14.9	-13.4	-0.7	-13.7	-4.1	22.1	-12.3	1.0
CCCCNC(=O)OCCNC(=O)NC	11.2	-4.5	-5.1	-7.8	1.9	-5.8	7.7	4.2	-8.2	-1.8	-8.3
Cc1cccc(C(=O)OCC(=O)NCCN2C(=O)CSC2=O)c1[N+](=O)[O-]	3.7	-5.1	13.3	0.9	26.5	-7.9	11.8	-4.3	14.0	1.9	-3.3
Cc1ccc(N=C2CCCCCN2C)c(C#N)c1	/	3.7	-17.1	0.3	-9.2	-10.3	18.8	16.5	8.9	2.4	0.8
Cc1ccc(NC(=O)COC(=O)C2CSC3(C)CCC(=O)N23)cc1S(=O)(=O)N1CCOCC1 (centres undefined)	9.6	-13.4	-4.0	-4.5	-3.1	6.8	-5.6	5.1	-22.1	-2.9	-5.0
CCCCCC(O)CCC(=O)NNC1=CC(=O)CC(C)(C)C1 (centres undefined)	0.3	-9.8	-3.7	3.6	0.6	1.2	-6.5	3.6	-17.5	-0.1	-0.2
O=C(NC(CC(=O)N1CCCC(C(F)(F)F)C1)c1ccccc1)c1ccccc1Cl (centres undefined)	2.5	7.5	-13.0	-16.1	-3.4	-1.0	26.1	-20.1	-12.7	-7.3	-5.5
CN(CC(=O)NCCc1ccccn1)S(=O)(=O)c1ccc(Cl)cc1	-4.6	-6.5	-3.4	-0.1	3.3	-0.7	6.7	-4.4	-0.5	3.4	0.1
Cn1c(C(=O)N2CCc3ccccc3C2)cc2oc3ccccc3c21	4.3	-46.2	2.1	/	-32.1	-2.9	-32.2	-40.6	/	-26.4	5.0
CSCCC(NS(=O)(=O)c1ccc(Cl)cc1)C(=O)OCC(=O)c1c(C)[nH]c2ccccc12 (centres undefined)	-0.4	8.6	10.7	2.4	-4.9	10.9	16.9	81.9*	-5.6	-3.3	-12.9
CCC(C)(C(=O)NC1CCCC1)N(C(=O)CC1NC(=O)NC1=O)c1ccc(C)cc1 (centres undefined)	5.1	5.3	23.3	2.9	8.0	11.9	3.0	6.8	2.8	-0.1	-4.6
Cc1ccc(-n2nnnc2SCC(=O)c2c(N)n(C3CC3)c(=O)[nH]c2=O)cc1C	8.5	6.7	8.2	-7.6	8.4	-4.8	2.1	-4.3	-3.9	4.1	3.0
Cn1c(SCC(=O)Nc2nncs2)nnc1C1CC1	-0.6	14.1	-13.7	-0.8	-4.8	-1.3	13.8	-27.7	-1.0	4.6	-15.9
SMILES	Vif inh	NCOA1 inh	C8 TRAIL sens	COUP-TFII inh	LRH-1 inv ag	TLR9-MyD88 block	SRC3 inh	TROY signal inh	NCOA2 inhibitor	EBV LMP1 NFkB	NOD2-RIPK2 inh
CC(=O)c1cccc(NC(=O)c2cc(C)nn2-c2ccccc2)c1	1.4	-19.2	-0.5	-15.3	0.3	-1.6	-3.2	-21.8	-4.9	-1.4	-4.2
Cc1cccc(-c2nnc(-c3cccc4ccccc34)o2)c1	-3.5	-104.1	30.2	-39.6	-84.2	6.6	-87.7	-64.7	-27.4	-38.9	-19.7
CCOC(=O)C1(Cc2ccc(Cl)cc2)CCN(C(=O)c2cnc(C)cn2)CC1	3.4	6.9	-6.3	2.2	-16.6	-1.9	18.6	-12.7	7.5	-6.9	-7.8
N#CC1=C(N)Oc2n[nH]c(-c3cccs3)c2C1C1C=CCCC1 (centres undefined)	/	-5.3	0.0	-2.9	-20.9	-1.4	4.9	12.9	24.8	6.6	-10.9
C/C(=N\NC(=O)CNc1cccc(C(F)(F)F)c1)c1cccc(Br)c1	0.8	0.2	-1.9	-2.5	11.7	5.1	0.8	-14.5	5.8	7.8	-4.5
COc1ccc(-c2coc3c(C)c4oc(=O)c(CCC(=O)O)c(C)c4cc23)cc1	0.7	-1.5	-4.1	/	4.7	-4.1	-3.4	11.6	/	-12.7	1.1
Cc1ccc(NC(=O)CCC(=O)N/N=C/c2ccc(O)cc2)cc1	-5.6	-1.0	-4.3	0.0	2.3	-11.7	-29.7	7.4	0.4	-16.5	-2.5
Cc1cc(C)nc(NC(=O)c2ccc(COc3ccccc3Cl)cc2)c1	-3.1	28.9	5.2	-1.3	60.7	4.6	51.2	-6.4	-13.8	6.9	-0.9
O=C(CCc1nnc2n(Cc3ccccc3)c(=O)c3ccccc3n12)NCCN1CCOCC1	18.2	-15.9	-1.1	-5.8	-12.9	-10.3	14.6	1.4	-31.1	-8.2	-7.0
C/C(=N\Nc1nc2ccccc2[nH]1)c1ccc2c(c1)OCO2	-10.6	-31.7	21.1	-6.5	-80.9	-0.4	-34.5	-35.8	-14.2	-13.7	-19.1
N#CC(c1ccccc1)c1cnccn1 (centres undefined)	-4.9	-5.1	-6.2	-11.4	0.3	-0.3	-7.7	8.5	-21.0	-1.1	1.6
CC1C(=O)N2CCCc3cc(NC(=O)C4CC4)cc1c32 (centres undefined)	2.6	4.0	-1.7	-27.8	18.8	-2.1	-15.8	-11.8	4.8	-4.1	3.6
C/C(=N\OCC(=O)NCC(F)(F)F)c1cc2ccccc2o1	-3.8	-47.3	7.1	-17.8	-45.5	5.8	-23.0	-53.3	-18.0	-19.9	-4.7
CCOC(=O)/C(=C\c1c[nH]c2ccccc12)NC(C)=O	-1.1	-0.6	6.8	7.2	4.5	-20.3	4.5	32.8	10.4	-2.1	-0.9
C[C@H]1CN([C@@H](C)CO)C(=O)Cc2cc(NC(=O)Cc3cn(C)c4ccccc34)ccc2O[C@@H]1CN(C)S(=O)(=O)c1cn(C)cn1	-7.6	-2.3	-10.4	0.4	18.1	-2.8	8.3	-8.5	-13.4	-4.3	7.0
CC1CCCN(CC(O)COC(c2ccccc2)c2ccccc2)C1 (centres undefined)	-5.4	7.7	1.0	-18.5	16.1	0.9	13.2	-12.0	-17.8	4.5	-11.5
COc1ccc(OC)c(NS(=O)(=O)c2c(C)nc3sccn3c2=O)c1	3.1	-0.6	-11.4	14.6	-13.3	-11.8	-46.8	-1.5	25.1	-7.3	-8.7
Cc1csc(NC(=O)c2cc3c(s2)CCCCC3)n1	0.5	-36.2	91.5*	30.0	-67.2	3.5	-17.9	76.6*	27.6	37.7	2.8
Cc1ccc(Cl)cc1N1CCN(C(=O)CCCn2c(=O)c3cccn3c3cccnc32)CC1	3.7	-9.0	3.0	12.3	-6.3	0.1	0.9	32.5	2.5	10.5	10.6
O=C(Oc1ccc2ccc(=O)oc2c1)N1CCOCC1	/	5.7	-5.7	-6.7	38.3	8.8	-0.4	-17.2	0.4	-1.8	-6.4
O=S(=O)(c1ccc2ccccc2c1)N1CCCCC1	-1.3	-9.9	9.5	/	-18.5	-4.0	7.4	-14.2	/	-0.7	-2.6
C[C@H]1CN([C@@H](C)CO)S(=O)(=O)c2ccc(-c3cccc(F)c3)cc2O[C@@H]1CN(C)C	-0.1	8.3	-6.0	2.6	-12.8	-6.9	11.6	2.5	3.7	-3.2	6.4
CC(=O)c1c(C)oc2ccc(NS(=O)(=O)c3ccc(C)cc3)cc12	2.2	8.2	10.1	-4.0	21.3	-2.2	7.3	5.1	0.8	4.8	-13.5
O=C(O)CSC1CC(=O)N(c2ccc(Br)cc2)C1=O (centres undefined)	0.6	-4.3	3.4	1.7	-0.6	-1.2	0.3	23.4	-6.0	-9.0	-0.3
CCN(CC(=O)Nc1ccc(OC)cc1)C(=O)c1cccc(S(=O)(=O)N2CCN(c3ccccc3)CC2)c1	5.4	12.0	8.3	0.5	10.7	-3.7	-10.3	7.0	21.1	12.4	-6.8
Cc1ccc([C@H]2C[C@H](O)[C@@H](n3cc(-c4ccc(F)cc4)nn3)CN2C(=O)c2cccs2)cc1	-1.0	-0.4	-8.6	-6.7	13.1	0.2	-9.8	-15.9	-12.5	-18.4	2.3
Cc1ccc(S(=O)(=O)Cc2cn3cccnc3n2)cc1	-8.4	-4.6	-5.6	-10.3	-8.4	-0.8	19.6	1.4	-6.1	-2.4	2.5
CC(C)=C1C2CCC1C1C(=O)N(c3nc(-c4ccc(F)cc4)c(C)s3)C(=O)C21 (centres undefined)	-13.5	5.0	-9.0	-9.6	11.3	-1.4	25.0	-3.8	8.1	-13.3	-10.7
O=C(N/N=C/c1ccccn1)c1ccc(Br)o1	6.2	-25.6	8.0	-11.2	-43.7	-6.2	-26.0	-63.4	-94.5	1.4	-4.7
CCSc1nnc(NC(=O)C2(C)Cc3ccccc3C(=O)O2)s1 (centres undefined)	-6.6	-26.7	2.7	-12.3	6.9	4.2	-2.2	5.3	-19.1	5.0	9.3
